Screens as filed in PubChem.
5HT1E ag: 5-HT1E receptor agonists, primary screen, cell-based, HTS | 65,000 compounds, 0.69% hits | 5-hydroxytryptamine receptor 1E (Homo sapiens), P28566 | AID 574, 2007 | activation, % at 6 µM | CHO 5-HT1E Ga15 NFAT-bla reporter, FRET; 0% DMSO wells, 100% control agonist wells;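 active means activation above a set limit, the screen-wide mean activation plus 3 SD, cut at about 8.5% in these data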;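 further: 100% = positive control agonist at 1 µM giving full maximal response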
S1P3 agonist: human S1P3 receptor agonists, primary screen, cell-based, primary and confirmation, NFAT-BLA reporter; activation, % at 4.5 µM; AID 373, 2006; S1P3 NFAT-BLA reporter cells, agonism, FRET ratio; relative to 1 µM S1P, basal subtracted; Sphingosine 1-phosphate receptor 3 (Homo sapiens), Q99500; 60,000 compounds, 0.1% hits;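 active means activation above the screen-wide mean plus 3 SD, cut at about 4.5% in these data, passing the limit was not always enough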; further: some compounds called inactive have numbers as strong as hits
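Material: Human S1P3 NFAT-BLA reporter CHO cells | Incubation: Overnight plating, 4 h compound 37 °C, 2 h substrate RT | Signal: FRET β-lactamase substrate fluorescence, excitation 405 nm, 460/535 nm emission ratio, background-subtracted | Compound: 4.5 µM final, single dose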
5-HT1A blocker: human 5-HT1a receptor antagonists, primary screen, cell-based, CHO, Ga15 NFAT-bla reporter; 5-hydroxytryptamine receptor 1A (Homo sapiens), P08908; CHO 5-HT1a Ga15 NFAT-bla reporter, antagonist mode; inhibition, % at 10 µM; 62,000 compounds, 0.68% hits;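 active means inhibition above the mean of all tested compounds plus 3 SD, cut at about 43% in these data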;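 further: receptor stimulated by 5-CT agonist at 100 nM near EC80; beta-lactamase reporter measured by ratiometric fluorescence of a cleavable substrate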
S1P1 ag-PAM: S1P1 agonists and agonism potentiators, primary screen, cell-based, primary and confirmation screens, CRE-bla reporter. Sphingosine 1-phosphate receptor 1 (Homo sapiens), P21453. S1P1 CRE-bla cells, forskolin, beta-lactamase FRET, potentiator mode; S1P1 agonist co-added at EC20, 2 nM; 100% = saturating reference agonist, 0% = basal. activation, % at 9.5 µM. 56,000 compounds, 0.57% hits;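 active means activation above a cutoff set at the mean activation of all tested compounds plus 3 SD, cut at about 54% in these data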;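 further: forskolin at 4 µM as EC80 and the EC20 agonist is SEW2871; 100% = SEW2871 at its EC100 plus forskolin at EC80; some compounds past the cut are filed as inactive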
Abs 340nm: compound light absorbance at 340 nm, profiling panel, artefact control, biochemical, MLSMR library, data from PS, PMK, MK assays; compound absorbance at 340 nm, fold over control; fold change at 10 µM; 65,000 tested, under 10 active; AID 708, 2007;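 active means at 10 µM dose, initial 340 nm absorbance at least 2 fold that of control wells; inactive means change under 2 fold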;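 further: initial absorbance extrapolated from kinetic A340 decline of NADH oxidation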
HER2 expr 66K: inhibitors of Her2 protein expression, primary screen, SKBR-3 cells, AlphaScreen, 66K library | Receptor tyrosine-protein kinase erbB-2 (Homo sapiens), P04626 | SKBR-3 HER2 protein level, 18-24 h; hits give low values | HER2 level % of control, % at 10 µM | 65,000 compounds, 0.69% hits;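 active means HER2 level under 5% of the carrier-only control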;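 further: 100% = DMSO carrier and 0% = 500 nM PU-H71 HSP90 inhibitor; lower value means stronger loss of Her2 protein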
Target sequence (P04626 whole entry, looked up): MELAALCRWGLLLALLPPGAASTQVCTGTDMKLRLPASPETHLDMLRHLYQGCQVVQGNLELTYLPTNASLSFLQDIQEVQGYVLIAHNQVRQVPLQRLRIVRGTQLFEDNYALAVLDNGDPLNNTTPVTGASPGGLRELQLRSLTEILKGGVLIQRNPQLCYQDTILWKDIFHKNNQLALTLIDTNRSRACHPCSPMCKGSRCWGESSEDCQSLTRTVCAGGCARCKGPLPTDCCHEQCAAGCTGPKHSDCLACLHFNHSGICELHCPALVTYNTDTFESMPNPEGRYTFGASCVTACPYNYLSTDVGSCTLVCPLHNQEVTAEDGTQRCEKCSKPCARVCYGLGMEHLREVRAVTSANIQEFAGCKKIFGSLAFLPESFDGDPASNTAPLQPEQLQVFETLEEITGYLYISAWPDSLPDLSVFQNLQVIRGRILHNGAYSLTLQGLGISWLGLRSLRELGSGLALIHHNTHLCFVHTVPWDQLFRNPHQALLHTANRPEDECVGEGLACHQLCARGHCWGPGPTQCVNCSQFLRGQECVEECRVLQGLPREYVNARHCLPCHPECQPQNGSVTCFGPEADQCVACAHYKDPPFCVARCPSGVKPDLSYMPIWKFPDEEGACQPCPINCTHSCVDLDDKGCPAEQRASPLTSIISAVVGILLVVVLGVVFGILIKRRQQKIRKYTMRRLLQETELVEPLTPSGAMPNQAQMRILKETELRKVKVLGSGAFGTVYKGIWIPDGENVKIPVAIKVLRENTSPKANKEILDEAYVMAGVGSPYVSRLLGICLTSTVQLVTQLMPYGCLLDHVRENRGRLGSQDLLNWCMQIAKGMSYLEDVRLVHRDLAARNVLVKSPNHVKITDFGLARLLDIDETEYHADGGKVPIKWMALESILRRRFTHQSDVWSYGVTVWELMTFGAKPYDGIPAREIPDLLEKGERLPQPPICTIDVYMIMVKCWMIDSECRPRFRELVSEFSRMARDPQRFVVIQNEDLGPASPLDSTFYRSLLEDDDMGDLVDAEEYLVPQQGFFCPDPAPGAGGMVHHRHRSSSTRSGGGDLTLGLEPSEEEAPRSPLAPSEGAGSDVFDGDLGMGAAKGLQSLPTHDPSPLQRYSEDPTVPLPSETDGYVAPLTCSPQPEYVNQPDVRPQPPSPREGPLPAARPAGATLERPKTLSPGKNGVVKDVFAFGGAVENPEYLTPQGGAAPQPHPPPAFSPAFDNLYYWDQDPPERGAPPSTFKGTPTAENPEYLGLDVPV
Fluor 339 460: intrinsic fluorescence of library compounds, ex339/em460 – biochemical, MLSMR library, data from DPM-DC assay, artefact control, profiling panel; compound autofluorescence, ex339/em460 nm, NADH buffer; hits give high values; 1 = no-compound wells, NADH background; fluorescence fold increase at 10 µM; 65,000 compounds, 5.5% hits; AID 709, 2007;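 active means at 10 µM, mean starting fluorescence two-fold or more over control wells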;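 further: signal is the first read of a kinetic run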
5HT1E antag: 5-HT1E receptor antagonists, primary screen, cell-based, HTS. AID 571, 2007. 5-hydroxytryptamine receptor 1E (Homo sapiens), P28566. inhibition, % at 6 µM. 65,000 compounds, 0.99% hits. CHO 5-HT1E Ga15 NFAT-bla reporter, FRET, antagonist;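 active means inhibition above a set limit, the mean inhibition across every tested compound plus 3 SD, cut at about 29% in these data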;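 further: signal is the 460 over 535 nm emission ratio of beta-lactamase substrate; 0% = agonist plus DMSO wells and 100% = wells without agonist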
MMP13 inh: human MMP13 inhibitors, primary screen, biochemical, FRET peptide cleavage; AID 570, 2006; Collagenase 3 (Homo sapiens), P45452; inhibition, % at 4 µM; 65,000 compounds, 0.07% hits; MMP-13 fTHP FRET cleavage, Mca fluorescence;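 active means inhibition above the mean of compound-free control plate wells plus 3 SD, cut at about 14% in these data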;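 further: 0% = DMSO wells and 100% = wells with reference MMP-13 inhibitor after basal subtraction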
Active calls of the source: *; i = inactive; x = not tested or not shown; [ ] = another dose, or the depositor's remark.

canonical_smiles,HER2 expr 66K,5HT1E ag,5-HT1A blocker,S1P1 ag-PAM,Abs 340nm,S1P3 agonist,MMP13 inh,Fluor 339 460,5HT1E antag
CCOc1ccc(N(CCC#N)S(=O)(=O)c2ccc(OC)cc2)cc1,63,-0.8,-2,8,1,0.2,-6,1,-14
CCOc1ccc(Cl)cc1S(=O)(=O)N1CCN(c2ccc(F)cc2)CC1,120,-0.4,18,37,1,-1.3,-3,1.1,12
O=C(COC(=O)CCCN1C(=O)c2ccccc2C1=O)Nc1ncc(Cl)cc1Cl,119,-0.3,-1,7,1,-0.5,-8,1.1,2
O=C(CNS(=O)(=O)c1ccc(Br)s1)N1CCC(N2CCCCC2)CC1,87,-0.5,-8,13,1,-0.2,-2,1.1,-7
CCOC(=O)N1CCC(NC(=O)c2cc(C(=O)NCc3cccc(Cl)c3)ccc2CO)CC1,77,-0.2,2,-11,1,-0.8,-1,1.1,-16
COc1cc(OC)cc(-c2nnc(SCC(=O)N3CCCC3)o2)c1,87,0.2,-6,-5,1,0.2,-1,1.1,1
CC1=CC(=O)OC1Cc1ccncc1 (configuration not stated),80,0.1,2,-19,1,-0.3,2,1.1,-3
COc1ccc(NC(=O)Cn2c(=O)sc3ccccc32)c(OC)c1,81,0.1,18,25,1,-1.0,8,1.1,2
O=C(Nc1ccc(N2CCOCC2)cc1)Nc1cnsn1,106,0.9,3,-20,1,-0.3,0,1.1,-9
COc1ccc(-c2c(C)oc3c(CN4CCN(CCO)CC4)c(O)ccc3c2=O)cc1OC,85,0.1,-13,-13,1.1,-0.3,-32,3.9*,1
CCC(C(=O)NC1CCCC1)N(C(=O)c1snc(C(N)=O)c1N)c1ccc2c(c1)OCCO2 (configuration not stated),73,0.3,-4,-11,1.1,-0.6,-1,1.2,10
O=C(C1CCCN(c2ncccn2)C1)N1CCc2ccccc21 (configuration not stated),81,-1.0,-4,0,1,0.4,-2,1.2,3
COc1ccc(S(=O)(=O)N(C)CC(=O)NCc2cccnc2)cc1,64,0.9,-1,x,1.1,x,5,1.1,-4
N#Cc1cc2c(=O)n3ccccc3nc2n(Cc2cccnc2)c1=O,93,7.5,-47,-49,1.1,6.9,i[fluorescence artefact?],3.8*,-10
Nc1nc2n(n1)C(c1ccco1)CC(c1ccc(F)cc1)N2 (configuration not stated),96,0.1,2,-10,1,-0.8,-12,1.2,0
COc1ccc(C2=NO[C@@H]3C(=O)N(c4ccc(C)cc4C)C(=O)[C@H]23)cc1OC,83,-0.8,-3,-11,1,-0.4,1,1.1,0
O=C(CSc1nnc(Cn2cnc3ccccc32)o1)c1ccccc1,107,0.7,-8,7,0.98,-1.3,-4,1,-1
Cc1ccc2c(c1)c1c3n2CCN(C(=O)C2CC2)C3CCC1 (configuration not stated),86,0.3,-10,-10,1,-0.7,-26,1.2,-2
Cc1nnc(SCC(C)C)[nH]c1=O,83,-0.5,1,-24,0.97,0.1,4,1.1,1
CCOC(=O)CSc1nc2cc(OC)ccc2cc1C#N,92,0.4,-10,12,1,0.0,-16,1.8,-2
Cc1cccc(OCCCCCn2ccnc2)c1C,94,0.6,-18,-10,0.99,-0.8,5,1.1,-12
CCC(C)(C(=O)NC1CCCCC1)N(Cc1ccco1)C(=O)CC1NC(=O)NC1=O (configuration not stated),223,0.1,2,x,1,x,-2,1.1,6
CN(C)S(=O)(=O)Nc1ccccc1C(N)=O,117,-0.2,-3,-31,0.99,9.7,-17,2.9*,1
Cc1ccc(C(CC(=O)N2CCCC2)c2ccccc2)c(O)c1C (configuration not stated),86,-1.0,4,-6,1,-1.2,-2,1.1,-6
Cc1nccn1-c1c2c(c(C#N)c3nc4ccccc4n13)CCCC2,130,-1.4,8,-7,1,0.5,1,1.2,12
CCn1nc(C)c(/C=C2\CCCC3=C2OC(N)=C(C#N)C3c2c(C)nn(CC)c2C)c1C (configuration not stated),80,-0.4,-8,21,1.1,-1.1,-6,1.3,18
Cc1cc(C(=O)CCC(=O)N2CCN(S(=O)(=O)c3cccs3)CC2)c(C)s1,83,-0.1,-10,-10,1,-1.2,9,1.1,0
COc1ccc(-c2c(C#N)c(SCc3c(C)noc3C)nc3c2C(=O)CC(C)(C)C3)cc1,44,-0.1,-2,x,1,x,10,1.1,-8
COc1cccc(C(=O)N2CCN(C(=O)c3cccc4ccccc34)CC2)c1OC,89,0.7,10,0,1,-1.3,-3,1.1,-11
CCOCCCNC(=O)c1c[nH]c2cc(C)ccc2c1=O,75,1.5,-6,-9,1,-0.7,-2,1.1,-4

Further structures follow.
canonical_smiles,HER2 expr 66K,5HT1E ag,5-HT1A blocker,S1P1 ag-PAM,Abs 340nm,S1P3 agonist,MMP13 inh,Fluor 339 460,5HT1E antag
Cc1cccc(-n2nnnc2SCC(=O)NCCN2C(=O)CSC2=O)c1,89,0.3,1,-20,1,-0.6,2,1.1,-2
Cc1nn2c3ccccc3nc2c2ccccc12,16,-0.3,2,x,1.1,x,-13,2,8
CC1(C)CC2CC(C)(CN2c2ncnc3ccccc23)C1 (configuration not stated),141,1.8,-26,30,1.1,-0.9,0,1.1,-6
CCOC(=O)C(NC(C)=O)(Nc1cccc(F)c1)C(F)(F)F (configuration not stated),97,0.5,1,-9,1,-0.7,-1,1.2,-11
CS(=O)(=O)N(CC(=O)Nc1ccc2c(c1)OCCO2)c1ccc2c(c1)OCO2,100,-1.2,-2,-9,1,-0.9,11,1.1,3
C(=C\c1ccccc1)/CN1CCN(c2ncnc3c2oc2ccccc23)CC1,139,0.3,12,x,1.1,x,4,1.2,-6
COc1cc(S(=O)(=O)N2CCN(c3ccc(F)cc3)CC2)ccc1Cl,79,-0.5,x,16,1,-4.3,0,1.1,24
O=C(Nc1cccc(-c2cnc3ccccc3n2)c1)c1ccco1,83,0.5,5,-38,1.1,-0.4,2,1.1,6
O=C(NCc1ccco1)c1sc2cccc(F)c2c1Cl,73,-0.2,20,0,1,-0.8,3,1.2,6
CC(C)(C)Nc1nc(OCC(F)(F)F)nc(OCC(F)(F)F)n1,103,0.2,-11,-15,0.99,0.3,3,0.99,-3
Cc1c(C(=O)Nc2c(C)n(C)n(-c3ccccc3)c2=O)oc2ccccc12,107,1.2,-4,x,1,-0.5,2,1.1,-4
CC(=O)Nc1ccc(OC/C=C(\C)Cl)cc1,116,0.4,-8,2,1,-0.5,-2,1.1,-8
COc1ccc(CN2C(=O)C3C4C=CC(C4)C3C2=O)cc1 (configuration not stated),108,-0.5,0,x,1,x,-6,1.1,2
CCN1C(=O)c2ccc(C(=O)Nc3nccs3)cc2C1=O,106,-0.4,-1,6,1.1,-0.7,1,1.1,-12
Cc1ccc(NC(=O)CN2C(=O)NC3(CCC(C)CC3)C2=O)c(Cl)c1 (configuration not stated),153,-0.1,-28,-56,0.99,-0.5,2,0.99,-23
CC1(C)CC(=O)C=C(NCC(=O)O)C1,104,-0.4,-1,-31,0.97,-0.4,-1,1.1,-3
O=C(CCn1nc(-c2ccc(Cl)cc2)ccc1=O)N1CCOCC1,104,1.2,-11,-10,1,0.0,5,1.1,5
CC(=O)N1CCc2c(sc(NC(=O)C3CC3)c2-c2nc3ccccc3s2)C1,69,2.6,-12,-38,1.1,1.2,-12,1.5,-5
Cc1ccccc1-n1c(=O)cc(N2CCN(Cc3ccccc3)CC2)[nH]c1=O,98,0.2,5,-9,1,0.1,1,1.1,-6
O=C(COC(=O)C1CC(=O)N(Cc2ccccc2)C1)Nc1ccc2c(c1)OCO2 (configuration not stated),97,0.3,10,11,1,-0.1,3,1.1,-5
O=C(NCCN=C1NS(=O)(=O)c2ccccc21)c1ccc(S(=O)(=O)N2CCOCC2)cc1,108,0.2,-5,7,0.99,-0.4,-5,1.1,-1
O=C(Cn1nc(-c2ccccc2F)ccc1=O)NCc1ccc2c(c1)OCO2,74,0.3,-3,1,1,-1.0,-13,1.1,-3
COc1ccc(N2CCN(C(=O)c3ccc(NS(=O)(=O)c4ccc(F)c(F)c4)cc3)CC2)cc1,95,0.3,10,x,1,x,5,0.98,9
COc1cc(NC(=O)c2ccccc2)cc(OC)c1,82,-0.2,-4,18,1,-0.4,0,1.1,-5
COc1ccccc1-c1nc(SCc2ccccn2)n[nH]1,83,0.6,-2,-13,0.98,-1.0,6,1,5
O=C(Nc1cccnc1)c1ccc(Br)s1,100,-1.1,-2,4,1.1,-0.8,4,1.1,5
